Assay outcomes (PubChem)
AI-2 QS modul: Vibrio harveyi AI-2 quorum sensing modulators, primary screen, JMH597 strain, luminescence/OD600 ratio. Vibrio harveyi JMH597 AI-2 luminescence/OD600 ratio, 9 h; active compounds read low; strain lacks LuxN and CqsS sensors; 0 = neutral-control median. AID 2094, 2009. 0.4% of 300,000 active. activity change, % at 7.5 µM; in the data active = activity change below about -75%, passing the limit was not always enough;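 also: luminescence divided by OD600 gain over 9 h not by final OD600 alone; inactives centre near 13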
DYRK1A inh: rat Dyrk1A kinase inhibitors, primary screen, biochemical, single point, plate reader. inhibition, % at 12.5 µM. 0.43% of 310,000 active. ADP-Glo luminescence, NFATc1 peptide. Dual specificity tyrosine-phosphorylation-regulated kinase 1A (Rattus norvegicus), Q63470; in the data active = inhibition above about 50%;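 also: plate controls were vehicle with enzyme for no effect and no enzyme for full effect; many of its hits are not listed in these tables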
HDAC3 inh: HDAC3 deacetylase inhibitors, primary screen, biochemical, fluorescence, cell-free homogeneous; AID 2718, 2010; inhibition, % at 8.3 µM; recombinant HDAC3, fluorogenic peptide/trypsin coupled; 0.15% of 320,000 active; Histone deacetylase 3 (Homo sapiens), O15379; in the data active = inhibition above about 26%, passing the limit was not always enough
HSF1 inhib: HSF1 inhibitors in luciferase reporter cells, primary screen, cell-based, NIH3T3, luminescence. 0.77% of 300,000 active. NIH3T3-HGL HSE-luciferase, MG132-induced, luminescence 8 h; active compounds read low. activity change, negative = inhibition, % at 7.5 µM (by protocol);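 active = more than half of replicate wells show activity change below -50%, luminescence cut by over half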;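 also: luciferase reports HSF-1 transcriptional activity via heat shock element; 0% = median of DMSO wells and -100% = zero luminescence signal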
HSF-1 act: HSF-1 activators, primary screen, NIH3T3-HGL cells, MG132 stress, luminescence, single point | activation, % at 9 µM | NIH3T3-HGL HSF-1 luciferase reporter, 8 h; 100% = twice DMSO control signal | 1.7% of 300,000 active;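 active = mean replicate activation of at least 50% with a set share of replicates each reaching 50%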;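 also: 0% = median of the neutral control wells and 100% = twice that signal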
HSP90 inh: HSP90 inhibitors, primary screen, cell lysate, luminescence; Heat shock protein HSP 90 (rabbit reticulocyte lysate; luciferase refolding); Rabbit reticulocyte lysate, luciferase refolding luminescence, 3 h; inhibition, % at 5.6 µM; 0.91% of 290,000 active; AID 1789, 2009;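 active = inhibition above the screen-wide mean plus 3 SD, computed separately per campaign, cut at about 16% in these data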;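 also: 0% = DMSO wells and 100% = 60 µM geldanamycin wells; inhibitors lower the luminescence because luciferase stays unfolded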
GSK3beta inhib: human GSK3beta kinase inhibitors, primary screen, biochemical, cell-free homogeneous, HTS; Glycogen synthase kinase-3 beta (Homo sapiens), P49841; GST-GSK3beta kinase, ADP-Glo luminescence, 60 min; active compounds read low; activity score (negative = inhibition), % at 10 µM; 0.038% of 300,000 active; AID 2097, 2009;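 active = more than half of replicate wells score below -50%, meaning over 50% inhibition versus plate controls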;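 also: 0% = median DMSO wells and -100% = median GW8510 positive control wells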
Target sequence (P49841 whole entry, looked up): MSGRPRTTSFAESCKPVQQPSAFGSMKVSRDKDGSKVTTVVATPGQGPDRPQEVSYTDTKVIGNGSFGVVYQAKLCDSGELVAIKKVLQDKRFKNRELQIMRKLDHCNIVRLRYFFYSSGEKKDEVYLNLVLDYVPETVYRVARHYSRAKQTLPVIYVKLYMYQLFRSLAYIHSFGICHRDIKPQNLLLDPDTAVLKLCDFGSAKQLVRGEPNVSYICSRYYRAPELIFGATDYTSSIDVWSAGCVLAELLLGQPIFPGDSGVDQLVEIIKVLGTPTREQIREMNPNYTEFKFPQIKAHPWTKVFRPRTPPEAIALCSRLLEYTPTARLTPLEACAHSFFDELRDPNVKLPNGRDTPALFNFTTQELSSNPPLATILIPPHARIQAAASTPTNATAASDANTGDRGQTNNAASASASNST
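Assay system: GST-fused GSK3beta enzyme, cell-free / Medium: Tris pH 7.5 buffer with MgCl2, DTT, BSA, heparin / Also added: peptide substrate plus 25 µM ATP (final) / Compound: 10 µM single point / Timing: kinase reaction with compound 60 min at room temperature / Detection: ADP-Glo luminescence / Benchmarks: DMSO neutral wells and GW8510 at 20 µM as positive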
PolyA inh: polyadenylation inhibitors in yeast reporter cells, primary screen, luminescence, S. cerevisiae; S. cerevisiae SKY197-pL101 polyadenylation reporter, beta-gal luminescence; efflux-impaired pdr1/pdr3 knockout yeast; score 100 = 6 SD above DMSO; calls only at 12 µM; 0.02% of 300,000 active;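 active = lowest replicate activity score at least 50, where 100 means six control SD above control mean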;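 also: yeast exposed to compound for 9 h at 30 °C; higher score means more reporter readthrough which indicates perturbed polyadenylation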
Platelet DG rel: inhibitors of platelet dense granule secretion, primary screen, cell-based, MLPCN, human platelets. human platelet-rich plasma, SFLLRN dense granule ATP release, luminescence. 0.22% of 300,000 active. inhibition, %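 (compounds screened at 7.5 µM in platelet-rich plasma)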;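 active = mean replicate score, as percent of positive control, at or above 50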
GSK3A inh: blockers of GSK3A enzyme activity – biochemical, luminescence, cell-free homogeneous, HTS, primary screen. Glycogen synthase kinase-3 alpha (Homo sapiens), P49840. 0.1% of 320,000 active. GSK-3 alpha kinase, ADP-Glo luminescence, 60 min. AID 2650, 2010. inhibition, % at 10 µM;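 in the data active = inhibition above about 50%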;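 also: GST-tagged GSK-3 alpha with peptide substrate and 25 µM ATP; 0% = DMSO neutral wells and 100% = GW8510 positive control wells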
Target sequence (P49840 whole entry, looked up): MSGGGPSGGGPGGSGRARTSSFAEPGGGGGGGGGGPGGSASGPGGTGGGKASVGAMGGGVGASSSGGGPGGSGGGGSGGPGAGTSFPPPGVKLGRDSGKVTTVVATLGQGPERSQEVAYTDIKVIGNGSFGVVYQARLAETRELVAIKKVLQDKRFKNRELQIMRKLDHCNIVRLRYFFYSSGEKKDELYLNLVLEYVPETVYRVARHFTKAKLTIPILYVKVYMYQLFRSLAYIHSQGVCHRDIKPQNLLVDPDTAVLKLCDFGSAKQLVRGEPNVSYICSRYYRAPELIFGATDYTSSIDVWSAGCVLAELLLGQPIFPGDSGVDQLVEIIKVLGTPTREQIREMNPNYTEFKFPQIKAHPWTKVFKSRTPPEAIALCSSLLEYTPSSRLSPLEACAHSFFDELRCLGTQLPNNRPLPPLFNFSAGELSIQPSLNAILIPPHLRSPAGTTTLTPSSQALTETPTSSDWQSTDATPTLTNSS
Starred values were filed as active, the others as inactive; i = inactive; . = no result given.

SMILES	AI-2 QS modul	DYRK1A inh	HDAC3 inh	HSF1 inhib	HSF-1 act	HSP90 inh	GSK3beta inhib	PolyA inh	Platelet DG rel	GSK3A inh
CC(C)(C)C1CCC(=NNC(=O)CN(c2ccccc2)S(=O)(=O)c2ccccc2[N+](=O)[O-])CC1 (centres undefined)	17.5	-2.4	0.2	-7.1	13.7	1.4	-24.3	i	7.9	-1.9
CN1CCN(C2=Nc3cc(Cl)ccc3Nc3ccccc32)CC1	23.2	3.3	-6.1	1.3	8.2	-0.2	-1.7	i	0.2	-0.7
C=CCNc1sc(C(=O)C2CC2)c(N)c1C#N	.	2.5	6.3	.	.	-0.4	.	.	.	-2.6
NC(=O)c1ccccc1Br	37.4	1.7	-7.1	-6.2	0.9	-0.8	2.1	i	10.4	-2.2
CCN(CC)c1cccc(OC(=O)c2cccnc2Cl)c1	3.3	-3.9	-1.5	-0.8	12.3	-0.9	-1.8	i	1.4	-0.4
Cc1cc(NC(=O)CCN2CCCCC2)ccc1Br	4.9	0.7	-1.3	-4.6	-9.1	-2.0	-1.8	i	-2.9	-4.0
CCS(=O)(=O)c1ncc(Cl)c(C(=O)Nc2ccccc2OC)n1	21.8	-3.4	-7.1	381.1	489.5*	-3.6	2.0	i	25.0	3.4
COC(=O)c1ccc(S(=O)(=O)c2ccc(C(=O)OC)s2)s1	19.7	.	-2.5	-7.4	-2.7	-0.6	-1.9	i	-2.7	-2.0
Cc1ccc(OC(=O)c2ccccc2P(=O)(O)O)cc1	58.7	-1.2	1.1	-7.6	-4.1	1.6	-0.7	i	13.5	-8.3
COc1ccc(CC(=O)Nc2c3c(nn2C(C)(C)C)CS(=O)(=O)C3)cc1	12.6	.	2.6	-5.7	6.4	1.2	1.3	i	-0.1	-2.4
O=C1c2ccccc2C(=O)N1CCSc1nnc(-c2ccco2)n1Cc1ccccc1	22.0	4.9	3.2	-0.9	4.0	-0.6	1.8	i	9.6	-0.9
COc1cccc(N2C(=O)CC(N3CCC(C(N)=O)(N4CCCCC4)CC3)C2=O)c1 (centres undefined)	23.7	2.5	-4.8	-5.5	-20.7	1.8	0.1	i	-4.6	-0.4
O=C(CSc1nnc2ccc(-c3ccccn3)nn12)NCCc1ccccc1	8.3	-2.0	-7.2	-2.9	-10.9	.	-1.0	i	6.5	-0.7
COc1ccccc1/C=C/CN1CCN(Cc2ccc(C)o2)C(CCO)C1 (centres undefined)	4.5	1.7	2.9	2.0	-10.1	-2.4	2.0	i	-2.4	-2.3
O=C(NC(=S)NCc1ccccc1)c1ccc2c(c1)OCO2	-2.1	-5.5	0.3	-1.1	-7.8	1.1	-0.6	i	2.8	3.7
CCCCn1cnc2c1c(=O)n(CC(=O)c1cc(C)n(C)c1C)c(=O)n2CC(C)C	-7.2	0.5	-3.3	1.2	-9.4	0.8	0.5	i	11.6	-1.0
Cc1ccc(N2CN=C3SCC(=O)N3C2)cc1C	23.5	-3.4	4.1	5.6	18.4	-6.0	0.2	i	3.6	.
Cc1cc(C)c(C)c(S(=O)(=O)N2CCN(CC(=O)Nc3ccc([N+](=O)[O-])cc3)CC2)c1C	6.3	-9.1	9.5	-0.4	3.5	-1.0	2.6	i	0.1	3.6
CC(=O)C1=C(O)C(=O)N(Cc2ccccc2)C1c1cccc([N+](=O)[O-])c1 (centres undefined)	4.1	-7.7	7.2	-7.7	6.8	-0.2	-0.2	i	5.1	-1.8
CCc1nnc2cccc(Cl)n12	7.3	-3.5	-1.1	-2.7	0.4	-5.6	-2.7	i	1.5	0.4
CCOC(=O)N1CCC(N2Cc3cccc(C(=O)Nc4ccc(F)cc4)c3C2=O)CC1	11.3	0.8	7.1	-1.6	1.6	-1.5	-3.0	i	-5.4	0.8
CCCCNC(=S)N(C)/N=C/c1c(C)[nH]c2ccccc12	19.8	4.3	5.2	0.0	14.8	0.0	2.2	i	13.5	-0.2
O=C1CC(C(=O)Nc2ccc(C(=O)N3CCOCC3)cc2)C2(CCCCC2)O1 (centres undefined)	.	0.6	-5.7	.	.	0.6	.	.	.	1.2
CC1=C(C(=O)N2CCOCC2)C(c2cccc(C)c2)NC(=S)N1 (centres undefined)	17.3	0.6	5.8	.	.	-3.4	0.9	i	10.2	-2.0
O=S1(=O)N=C(N2CCCC2)c2ccccc21	9.7	5.8	-4.4	-2.5	11.1	0.7	-5.3	i	7.8	.
CC/C(O)=C1\C(=O)CCCC1=NCCc1nc2ccccc2[nH]1	5.7	5.1	-13.7	-2.4	-2.4	-0.3	-1.1	i	9.9	-3.9
C=CCN(CC=C)CCOc1ccccc1	12.5	-1.2	-3.1	-0.6	32.6	-0.9	-0.2	i	-8.4	-3.9
CCc1nc(N)c(C#N)c(-c2ccc(OC)c(OC)c2)c1C	21.8	2.8	0.3	-14.0	-4.0	-0.8	-2.6	i	11.5	-2.1
CC(C)c1ccccc1NC(=O)c1cccc(NC(=O)c2ccccc2)c1	9.8	10.5	8.0	-1.6	5.8	0.6	2.1	i	-5.2	-0.4
CCCCOc1nc2c(c(=O)n(C)c(=O)n2C)n1C	3.0	0.7	15.2	-12.8	6.6	1.0	0.0	i	-6.3	-1.9
Fc1cnc(N2CCOCC2)nc1N1CCc2ccccc21	9.9	2.9	4.1	-0.9	22.0	1.9	1.3	i	2.2	2.4
CCOc1ccccc1N1C(=O)c2ccc(S(=O)(=O)c3ccc(C(=O)O)cc3)cc2C1=O	24.2	-5.9	7.2	-3.5	-8.2	3.4	0.0	i	6.7	0.4
O=C(OCc1nnc(-c2ccccc2)o1)c1cc(=O)[nH]c2ccccc12	9.8	4.4	-6.6	1.1	-8.3	.	-0.3	i	-1.4	-1.4
O=C(CSc1nc(NS(=O)(=O)c2ccccc2)cc(=O)[nH]1)Nc1ccccc1Cl	16.9	-6.7	.	4.2	13.7	4.4	4.3	i	-1.8	.
Cc1nc2ccccc2n1/N=C/c1cccnc1	17.5	23.8	0.9	-2.7	6.7	5.6	3.4	i	-2.3	2.6
O=C(Nc1ccc(Cl)cc1)c1cc2nc(C3CC3)cc(C(F)(F)F)n2n1	10.9	-0.4	-5.4	-7.7	-1.9	-2.2	-1.7	i	-3.1	0.8
C=CCNC(=S)NNC(=O)c1cccc(Br)c1	3.1	0.8	-6.1	4.1	12.4	-0.6	-3.2	i	-11.9	-0.6
Cc1nc2ccccc2n1Cc1ccccc1	-7.9	-2.1	-2.6	-2.6	-4.9	6.1	2.8	i	-9.6	-1.7
COc1ccccc1/C=C\C=N\NC(=O)c1ccco1	26.2	-0.4	3.6	18.6	20.6	-0.3	3.0	i	5.5	-3.1
COc1cccc(C(=O)/C=C2\NCCc3cc(OC)c(OC)cc32)c1	12.2	3.6	1.8	-4.1	-8.6	-2.0	1.6	i	12.3	-2.0
COc1ccc(NC(=O)CN(C)C(=O)c2ccccc2CCc2ccccc2)cc1	23.7	5.0	10.4	-6.5	2.1	.	-3.7	i	-3.2	-0.9
COc1ccc(NC(=O)Nc2cccc(C)n2)c(OC)c1	8.0	-3.3	0.4	0.0	-9.7	-2.4	-2.1	i	-5.8	4.5
Cc1cc(=O)[nH]c(NCCO)n1	17.2	-5.0	-8.6	-6.8	-6.1	-1.6	2.7	i	6.0	1.9
CCNC(=S)NNC(=O)c1c(Cl)c(C)nn1C	12.8	0.7	-4.4	-1.7	-14.1	-1.4	3.0	i	0.9	-1.3
CC1CCCCC1NC(=O)/C(C#N)=C/c1ccc(F)c(F)c1 (centres undefined)	13.1	0.3	1.5	10.0	6.4	1.0	-1.6	i	5.3	-0.6
Cc1cc(C)c(-c2c(O)c3cccnc3n(C)c2=O)c(C)c1	12.4	.	-1.5	-3.1	18.8	.	2.1	i	4.8	-5.7
O=C(CN1C(=O)CCC1=O)Nc1ccc(Cc2ccc(NC(=O)CN3C(=O)CCC3=O)cc2)cc1	24.8	-6.3	-5.5	-6.0	-5.8	0.7	5.3	i	-0.8	-1.7
NNC(=S)Nc1ccc(S(=O)(=O)N2CCCCC2)cc1	19.8	-4.6	.	11.8	6.3	0.3	-0.4	i	-2.0	-4.1
CN(CCc1cnn(C)c1)Cc1nc(Cc2ccccc2)no1	19.2	-3.7	7.3	-3.3	10.0	1.8	0.1	i	-9.0	2.9
O=C(Oc1cccc2c(O)cccc12)c1ccccc1	-5.3	27.9	15.8	16.1	48.0	-2.7	0.2	i	10.3	-4.8
OCC1(CCOc2ccccc2)CCN(CCCn2cccn2)CC1	3.8	0.9	-5.0	-4.4	13.1	-1.6	-2.2	i	0.7	-1.3
CCN(CC(=O)Nc1c(F)cccc1F)C(=O)C1CCN(c2ncnc3sc(C)c(C)c23)CC1	13.3	26.2	0.8	-6.4	-11.9	.	-1.8	i	9.6	6.8
O=C(NC1CCCCC1)N1CCc2ccccc2C1	16.6	-4.8	1.5	7.8	12.9	-0.1	0.2	i	-0.5	1.3

Only part of the results is shown; count on the stated rates, not on these rows.
